Screening results as filed in PubChem.
hERG rescue: hERG rescue from dofetilide block, primary screen, cell-based, CHO-hERG, FluxOR thallium flux, dofetilide IC70; Voltage-gated inwardly rectifying potassium channel KCNH2 (Homo sapiens), Q12809; dofetilide IC70 present; activation (rescue from dofetilide block), less the hit threshold, % at 10 µM; 310,000 compounds, 0.51% hits;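 active means activation above the mean of controls blocked by dofetilide plus 5 SD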;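 further: thallium influx through hERG after potassium depolarization seen as dye fluorescence rise; in these data hits start at about 4.7%; inactives centre near -7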
KCNQ1 pot: potentiators or activators of KCNQ1 channel, primary screen, cell-based, thallium flux, high-throughput; AID 2648, 2010; 310,000 compounds, 0.35% hits; B-score at 10 µM; CHO-K1 KCNQ1, thallium flux FluxOR fluorescence; active compounds read high; Potassium voltage-gated channel subfamily KQT member 1 (Homo sapiens), P51787;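 active means fluorescence ratio B-score, a plate-corrected score, at least three library SD, with initial intensity B-score within 5 SD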
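System: Stable KCNQ1 CHO-K1 line | Incubation: 90 min dye loading and 20 min compound exposure, both at room temperature | Measure: Ratio B score | Medium: Assay buffer for compound exposure, DMSO matched across wells | Compound dosing: Single-concentration screen | Probe or stimulus: K+/Tl+ depolarizing stimulus | Measured by: Kinetic FluxOR fluorescence, 10 s baseline plus 110 s post-stimulus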
KCNK9 inh: KCNK9 potassium channel inhibitors, primary screen, HEK293 cells, thallium flux. AID 488922, 2010. FluxOR thallium flux fluorescence; active compounds read low. Potassium channel subfamily K member 9 (Homo sapiens), Q9NPC2. 310,000 compounds, 1.2% hits. B-score at 10 µM;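 active means ratio B-score over 3 SD below the library mean, with starting fluorescence within 5 SD of its mean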;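 further: negative B-score means less thallium flux so channel inhibition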
KCNQ1 block: inhibitors of human KCNQ1 channel, primary screen, cell-based, thallium flux, high-throughput; 310,000 compounds, 1.3% hits; Potassium voltage-gated channel subfamily KQT member 1 (Homo sapiens), P51787; B-score at 10 µM; CHO-K1 KCNQ1, FluxOR thallium flux fluorescence; active compounds read high;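 active means compounds whose thallium flux B-score, printed positive for inhibition, exceeds three library SD while starting fluorescence stays within three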;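 further: channel opened by potassium depolarization with thallium stimulus after 20 min compound exposure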
TMEM16A act: TMEM16A chloride channel activators or potentiators, primary screen, cell-based, HTS | 340,000 compounds, 0.3% hits | AID 623877, 2012 | HEK293 TMEM16A/YFP-H148Q/I152L, iodide quench fluorescence; active compounds read low | Anoctamin-1 (Mus musculus), Q8BHY3 | B-score at 10 µM;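 active means fluorescence-ratio B-score plate-corrected deviation score at least 3 library SD below zero, with starting fluorescence score within 5 deviations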;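 further: channel opened by trigger with iodide after compound preincubation; score built on the fluorescence ratio of max minus min over baseline; more negative score means more quench and so TMEM16A activation or potentiation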
RGS4 block: RGS4 inhibitors, primary screen, cell-based, HEK293 M3R inducible RGS4, calcium flux; 310,000 compounds, 0.45% hits; Fluo-4 calcium flux; active compounds read high; triggered by carbachol at its EC20; B-score at 10 µM; Regulator of G-protein signaling 4 (Homo sapiens), P49798;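 active means B-score, a plate-corrected calcium signal, over three deviations above library mean, with baseline fluorescence within five deviations of library mean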;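 further: RGS4 expression induced by doxycycline in cells with stable M3 receptor; B-score is computed from the integrated fluorescence ratio over baseline after carbachol; higher B-score means a larger calcium signal and so more RGS4 inhibition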
Target sequence (P49798 whole entry, looked up): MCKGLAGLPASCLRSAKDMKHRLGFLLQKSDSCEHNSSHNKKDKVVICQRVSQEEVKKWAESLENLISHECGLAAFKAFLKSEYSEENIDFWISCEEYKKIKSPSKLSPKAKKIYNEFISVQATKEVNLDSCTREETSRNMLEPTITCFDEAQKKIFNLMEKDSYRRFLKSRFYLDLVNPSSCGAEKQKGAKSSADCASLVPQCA
KCNK3 inh: human KCNK3 channel inhibitors, primary screen, CHO cells, FluxOR thallium flux, B-score | FluxOR fluorescence; active compounds read low | AID 602410, 2012 | B-score at 10 µM | 340,000 compounds, 0.84% hits | Potassium channel subfamily K member 3 (Homo sapiens), O14649;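 active means B-score under library mean minus 4 SD, starting fluorescence ratio at most library mean plus 5 SD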;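 further: more negative B-score means stronger inhibition of thallium flux through KCNK3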
Target sequence (O14649 whole entry, looked up): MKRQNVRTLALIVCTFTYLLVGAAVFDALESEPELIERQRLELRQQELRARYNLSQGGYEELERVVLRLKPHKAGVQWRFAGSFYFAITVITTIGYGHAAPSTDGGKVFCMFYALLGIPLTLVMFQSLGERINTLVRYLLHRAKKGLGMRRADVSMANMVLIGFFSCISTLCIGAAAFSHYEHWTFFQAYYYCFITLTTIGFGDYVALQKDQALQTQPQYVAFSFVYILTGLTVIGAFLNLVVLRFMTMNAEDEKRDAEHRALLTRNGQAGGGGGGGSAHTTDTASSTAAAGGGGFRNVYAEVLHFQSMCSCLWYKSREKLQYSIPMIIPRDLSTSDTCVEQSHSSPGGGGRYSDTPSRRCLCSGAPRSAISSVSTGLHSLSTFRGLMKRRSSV
MrgX1 PAM: positive allosteric modulators of MrgX1, primary screen, HEK293 cells, Fluo-4 calcium flux; Mas-related G-protein coupled receptor member X1 (Homo sapiens), Q96LB2; FDSS; active compounds read high; B-score at 10 µM; 310,000 compounds, 0.63% hits; AID 588675, 2011;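 active means plate-corrected calcium response at least 3 library SD above typical, normal starting fluorescence, not activating the receptor alone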;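 further: compound read alongside a low EC10 to EC30 dose of BAM8-22 agonist; peak minus trough fluorescence over baseline measured at the second addition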
Target sequence (Q96LB2 whole entry, looked up): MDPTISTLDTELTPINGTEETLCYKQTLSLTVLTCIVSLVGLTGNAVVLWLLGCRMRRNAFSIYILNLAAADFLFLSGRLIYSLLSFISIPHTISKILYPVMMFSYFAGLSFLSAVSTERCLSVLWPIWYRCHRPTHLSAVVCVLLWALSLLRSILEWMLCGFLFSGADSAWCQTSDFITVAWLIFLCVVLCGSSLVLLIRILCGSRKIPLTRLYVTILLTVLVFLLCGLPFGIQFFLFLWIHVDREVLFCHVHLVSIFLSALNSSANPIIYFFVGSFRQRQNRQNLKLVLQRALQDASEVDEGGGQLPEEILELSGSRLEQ
MrgX1 ag: agonists of human MrgX1 receptor, primary screen, HEK293 cells, Fluo-4 calcium flux; Mas-related G-protein coupled receptor member X1 (Homo sapiens), Q96LB2; Fluo-4 calcium fluorescence, agonist mode; active compounds read high; B-score at 10 µM; 310,000 compounds, 0.44% hits; AID 588627, 2011;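 active means calcium response B-score plate-corrected fluorescence ratio at least 3 library SD, with starting fluorescence B-score inside 5 SD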
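Test system: HEK293 cells stably expressing human MrgX1 receptor; amount: 15,000 cells per well; doses: compound delivered in addition one of three; times: overnight plating before 1 h dye loading; detection: Fluo-4 NW calcium-flux fluorescence, kinetic read; read-out basis: B-scored fluorescence response ratio; controls: positive and negative controls per plate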
RGS4 act: RGS4 potentiators or activators, primary screen, cell-based, HEK293 M3R inducible RGS4, calcium flux. carbachol calcium flux Fluo4; active compounds read low. B-score at 10 µM. 310,000 compounds, 0.92% hits;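 active means B-score of the integrated calcium signal more than 4 SD below the library mean, with starting fluorescence not abnormally high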;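 further: negative B-score means reduced calcium response which marks RGS4 activation or potentiation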
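Detection: kinetic calcium fluorescence imaging with Fluo4-AM dye, 2 µM / Material: HEK293 cells with stable M3R and inducible RGS4 / Schedule: recording 10 s baseline at 1 Hz, 100 s post-agonist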
ANO1 block: TMEM16A chloride channel inhibitors, primary screen, cell-based, HTS. normalized B-score (activity score, 25-100; higher = stronger inhibition) at 10 µM. HEK293 TMEM16A/YFP iodide influx fluorescence, ionomycin. 310,000 compounds, 1.2% hits. AID 588511, 2011. Anoctamin-1 (Mus musculus), Q8BHY3;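 active means ratio plate-corrected score three or more library SD toward inhibition, starting fluorescence score within five deviations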;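 further: score derived from kinetic fluorescence span divided by baseline fluorescence per well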
Active calls of the source: *; i = inactive; nt = not tested or not shown.

SMILES	hERG rescue	KCNQ1 pot	KCNK9 inh	KCNQ1 block	TMEM16A act	RGS4 block	KCNK3 inh	MrgX1 PAM	MrgX1 ag	RGS4 act	ANO1 block
COc1cc(CN2CCC(C(=O)NCCC(C)C)CC2)ccc1OCc1ccccc1	-7	i	i	i	i	i	i	i	i	i	i
O=[N+]([O-])c1cccnc1NCCNc1ncc(C(F)(F)F)cc1Cl	-8	i	i	i	i	i	i	i	i	i	i
Cn1c(NC(=O)/C=C\c2ccccc2)cc(=O)n(C)c1=O	-14	i	i	i	i	i	i	i	i	i	i
CCCCc1nnc(NC(=O)c2ccc(N3CCCC3=O)cc2)s1	-14	i	i	i	i	i	i	i	i	i	i
Cc1ccc(-c2[nH]n3c(=O)c4c(nc3c2C)CCCC4)cc1	-16	i	i	i	i	i	i	i	i	i	i
Cc1noc(C)c1S(=O)(=O)Nc1ccc(C(=O)NC2CCCCC2)cc1	-11	i	i	i	i	i	i	i	i	i	i
COC(=O)c1ccc(CN2CCCC(C(=O)c3ccccc3OC)C2)cc1 (stereo not drawn)	-11	i	i	i	i	i	i	i	i	i	i
CCOCc1nnc(NC(=O)c2ccc(OC)cc2)s1	3	i	i	i	i	i	i	i	i	i	i
Cc1ccc(N2C(=O)c3cccc4cccc(c34)C2=O)cc1	-13	i	i	i	i	i	i	i	i	i	i
O=C(CN1CCN(S(=O)(=O)c2ccccc2)CC1)Nc1ccccc1C(=O)c1ccccc1	-7	i	i	i	i	i	i	i	i	i	i
O=C(CN(Cc1ccc(Cl)cc1)C(=O)CNS(=O)(=O)c1ccccc1)NCC1CCCO1 (stereo not drawn)	-7	i	i	i	i	i	i	i	i	i	i
CCN(c1ccccc1)S(=O)(=O)c1ccc(C(=O)Nc2ccccn2)cc1	-7	i	i	i	i	i	i	i	i	i	i
COc1ccc(C(=O)NCC(=O)NCC(=O)OCC(=O)c2ccc(C)cc2)cc1	-9	i	i	i	i	i	i	i	i	i	i
Cc1cccc(NC(=O)CCN2CCCCC2)c1	-13	i	i	i	i	i	i	i	i	i	i
CC1CCCCC1NC(=O)CCC(=O)N1CCOc2ccc(Cl)cc21 (stereo not drawn)	-4	i	i	i	i	i	i	i	i	i	i
COc1ccc(C(=O)c2c3ccc(OC)cc3[n+]([O-])n2CCCC(N)=O)cc1	-6	i	i	i	i	i	i	i	i	i	i
N#C/C(=C\c1ccc(Sc2ccccc2)o1)c1nc2ccccc2[nH]1	-11	i	i	i	i	i	i	7.6*	i	i	i
Cc1ccccc1NNC(=O)C(=O)NNc1ccccc1C	3	i	i	i	i	i	i	i	i	i	i
c1ccc2sc(NN=C3CCCCCC3)nc2c1	-7	i	i	i	i	i	i	i	i	i	i
COc1ccccc1NC(=O)Cn1nc(-c2ccc(Cl)cc2)c2ccccc2c1=O	-9	i	i	i	i	i	i	i	34*	i	i
Cc1nc(SCCOc2ccccc2F)[nH]c(=O)c1Cc1ccccc1	-11	i	i	i	i	i	i	i	i	i	i
Cc1cccc(OCC(=O)Nc2ccccc2-c2ccccc2)c1	-8	i	i	i	i	i	i	i	i	i	i
O=C(COC(=O)CCCSc1nc2ccccc2[nH]1)Nc1cccc(F)c1	-21	i	i	i	i	i	i	i	i	i	i
O=C1NN=C(c2ccccc2)CC1c1c[nH]c2ccccc12 (stereo not drawn)	-3	i	i	i	i	i	i	i	i	i	i
O=C(Nc1ccc(S(=O)(=O)Nc2ccnn2-c2ccccc2)cc1)C(F)(F)F	-1	i	i	i	i	i	i	i	i	i	i
Cc1cc(C)cc(NC(=S)N2CCC(NC(=O)C3CC3)CC2)c1	-6	i	i	i	i	i	i	i	i	i	i
COc1ccc(-c2nc(CN(CC3CCC(=O)N3)C(C)C)c(C)o2)c(C)c1C (stereo not drawn)	-8	i	i	i	i	i	i	i	i	i	i
COc1cc(/C=C/C(C)=O)cc(OC)c1OC	-7	i	i	i	i	i	i	i	i	i	i
CCCc1nc2scc(-c3ccccc3)c2c(=O)n1N	-12	i	i	i	i	i	i	i	i	i	i
CCc1cc2ccc(C)cc2nc1SCC(=O)NNC(=O)c1ccco1	-3	i	i	i	i	i	i	i	i	i	i
CC(C)Sc1nc2c([nH]1)c(=N)ncn2Cc1ccccc1	-9	i	i	i	i	i	i	i	i	i	i
Cc1onc(C(=O)NN)c1-c1csc(COc2ccc(Cl)cc2)n1	-6	i	i	i	i	i	i	i	i	i	i
CCc1nnc(NC(=O)CSc2ncnc3scc(-c4ccc(C)cc4)c23)s1	-6	i	i	i	i	i	i	i	i	i	i
Cc1cc(Nc2ccccc2)nc(-c2ccccc2O)n1	-8	i	i	i	i	i	i	i	i	i	i
O=C(Cc1ccc(Br)cc1)Nc1ccccc1Cl	0	i	i	i	i	i	i	i	i	i	i
O=C1C(=O)N(CC(=O)N2CCCC2)c2ccccc21	-21	i	i	i	i	i	i	i	i	i	i
c1ccc(-c2csc3ncnc(N4CCN(Cc5ccc6c(c5)OCO6)CC4)c23)cc1	-21	i	i	6*	i	i	i	i	i	i	i
CCOC(=O)c1sc2nc(N3CCCC3)c3c(c2c1N)CC(C)(C)OC3	-12	i	i	i	i	i	i	i	i	i	i
O=C(Nc1ccc2c(c1)nc1n2CCN(C2CCCCC2)C1)NC1CCCCC1	-15	i	i	i	nt	i	nt	i	i	i	i
CCOC(=O)N1CCN(C(=O)c2ccc(S(=O)(=O)c3ccc(C)cc3)c(NC(C)=O)c2)CC1	-5	i	i	i	i	i	i	i	i	i	i
COc1cc(S(=O)(=O)NCCN2CCOCC2)c(OC)cc1Cl	-7	i	i	i	i	i	i	i	i	i	i
Cc1ccc(/C=C2\C(=O)ON=C2c2ccccc2)o1	-4	i	i	i	i	i	i	i	i	i	i
COc1cc(CCC(=O)O)on1	-4	i	i	i	i	i	i	i	i	i	i
O=C(Nc1nc2c(cc3c4c(cccc42)CC3)s1)c1ccccc1Cl	-8	i	i	i	i	i	i	i	i	i	i
COCCN(Cc1cn[nH]c1-c1ccc2cc(OC)ccc2c1)C(C)C	-1	i	i	i	i	i	i	i	i	i	i
CCOC(=O)C1CCN(C2=C(NS(=O)(=O)c3ccc(Br)cc3)C(=O)c3ccccc3C2=O)CC1	-11	i	i	i	i	i	i	i	i	i	i
Cc1cccc(N=C2CSC(=O)N2)c1	-17	i	i	i	i	i	i	7.4*	i	i	i
O=C(Oc1cccc(Nc2ncnc3ccccc23)c1)c1ccccc1Cl	-23	i	-9*	12*	i	i	-9.6*	i	i	i	100*
COc1ccc(/C(O)=C2/C(=O)C(=O)N(CC3CCCO3)C2c2cccc(OC)c2)cc1 (stereo not drawn)	-3	i	i	i	i	i	i	i	i	i	i
CCc1nnc(NC(=O)c2ccc(S(=O)(=O)N3CCN(Cc4ccccc4)CC3)cc2)s1	-1	i	i	i	i	i	i	i	i	i	i
O=C(CN1CCN(Cc2ccccc2)CC1)NCCc1ccccc1	-8	i	i	i	i	i	i	i	i	i	i
O=C(NCCN1CCOCC1)c1ccc2c(c1)N(Cc1ccccc1F)C(=O)c1ccccc1S2	-14	i	i	i	i	i	i	i	i	i	i
CCC1=NN2C(=N)/C(=C\c3cccn3-c3c(C)cccc3C)C(=O)N=C2S1	-7	i	i	i	i	i	i	i	i	i	i
Cc1cc(-c2ccc(C)c(S(=O)(=O)N3CCN(c4ccc(F)cc4)CC3)c2)on1	-9	i	i	i	i	i	i	i	i	i	i
Cc1ccc(S(=O)(=O)NC(CC(=O)NCC2CCCO2)c2ccco2)cc1 (stereo not drawn)	-5	i	i	i	i	i	i	i	i	i	i
COc1ccc(NC(=O)C2CCCN(C(=O)Nc3ccc(F)cc3)C2)cc1OC (stereo not drawn)	-2	i	i	i	i	i	i	i	i	i	i
CCNC(=O)c1ccccc1CCc1ccccc1	-7	i	i	i	i	i	i	i	i	i	i
CN(CC(O)COCc1ccccc1F)C1CCCCC1 (stereo not drawn)	-9	i	i	i	i	i	i	i	i	i	i
Cc1noc(C)c1CSc1nc2[nH]ncc2c(=O)n1-c1ccccc1	-7	i	i	i	i	i	i	i	i	i	i
C=CCNc1nc(N2CCOCC2)nc(N2CCOCC2)n1	-3	i	i	i	i	i	i	i	i	i	i
Other records follow:
SMILES	hERG rescue	KCNQ1 pot	KCNK9 inh	KCNQ1 block	TMEM16A act	RGS4 block	KCNK3 inh	MrgX1 PAM	MrgX1 ag	RGS4 act	ANO1 block
COc1cccc(C(=O)Nc2cc(-c3cn4cccnc4n3)ccc2C)c1	-13	i	i	i	i	i	i	i	i	i	i
O=S(=O)(/N=C(/Nc1cccc2ccccc12)c1ccccc1)c1cccs1	-2	i	i	i	i	i	i	i	i	i	i
Cc1cc(N2CCN(C)CC2)nc2ccc(NC(=S)NCCCN3CCc4ccccc4C3)cc12	-10	i	i	i	i	i	i	i	i	i	i
CC(CCc1ccccc1)NC(=O)C(=O)N1CCOCC1 (stereo not drawn)	-4	i	i	i	i	i	i	i	i	i	i
